PAX8 inh HTS = lowers PAX8-driven luciferase in RMG-I cells. RMG-I TPO-luciferase reporter, SteadyGlo, 24 h. inhibition, % at 12.6 µM. hit rate 1.2% among 360,000. AID 652154;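 active = mean replicate inhibition at least 60% with every replicate also reaching 60%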;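 note: luciferase light reporting Pax8 driven TPO promoter activity; plate controls were median of neutral control wells for no effect and mitoxantrone controls for full effect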
Cneo AK release = causes C. neoformans cell lysis; hit rate 0.2% among 360,000; AID 651654; adenylate kinase release luminescence, 4 h; normalised: neutral wells 0, clomiphene wells 100; lysis activity, % at 15 µM;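 active = mean lysis activity across replicates of at least 80%, whatever share of replicates individually reach that level; inactive = mean lysis activity below 80%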
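Material: C. neoformans cells | Amount: Yeast cell density of 5 × 10^6 cells/mL | Medium: Fresh YPD growth medium | Dosing: Single dose | Times: Static 4 h at 37 °C with compound, 1 h detection | Detection: AK luminescence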
PGC1a acetyl inh = lowers PGC1a acetylation signal in U2OS cells; AlphaScreen anti-acetyl-lysine; with virally co-expressed GCN5 acetyltransferase; inhibition, % at 15.6 µM; hit rate 0.17% among 350,000;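 active = every replicate shows inhibition of at least 40%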;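 note: 0% = neutral control wells and 100% = positive control wells; some results beyond the cut were filed as inactive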
CASP6 VEID inh = blocks human caspase-6 cleavage activity. P55212. purified caspase-6, Z-VEID-R110 cleavage fluorescence. inhibition, % at 12.5 µM. hit rate 0.53% among 350,000. AID 686996;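 active = mean inhibition across replicates at least about 35%, with every replicate also reaching that limit, limit read from the data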;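 note: 0% = median of neutral control wells and 100% = no fluorescence left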
Target sequence (P55212 24-179 limits assumed): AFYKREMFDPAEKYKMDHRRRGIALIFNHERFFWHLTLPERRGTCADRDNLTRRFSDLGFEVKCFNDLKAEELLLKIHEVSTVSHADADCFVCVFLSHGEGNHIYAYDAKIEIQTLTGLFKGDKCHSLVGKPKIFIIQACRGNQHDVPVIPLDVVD
Target sequence (P55212 194-293 limits assumed): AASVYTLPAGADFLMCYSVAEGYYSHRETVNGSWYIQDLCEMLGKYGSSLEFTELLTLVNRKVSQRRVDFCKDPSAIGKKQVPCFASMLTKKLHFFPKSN
EWS-Fli block = EWS/Fli transcriptional activity inhibition. A673 NR0B1-luciferase reporter, viability-normalised. inhibition, % at 12.6 µM. hit rate 0.67% among 350,000;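 active = mean inhibition of at least 50% after viability correction, with every replicate also passing that limit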;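 note: firefly luciferase signal divided by Alamar Blue viability fluorescence both relative to DMSO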
LGR2 inh = inhibitors of bursicon-induced Drosophila LGR2 receptor cAMP signaling; AID 720647; HEK293 LGR2, CRE-luciferase, bursicon-stimulated, 4 h; inhibition, % at 9.99 µM; hit rate 0.35% among 380,000;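 active = drop in luminescence signal, shown as inhibition above about 50% in the replicate tests, limit read from the data, passing the limit was not always enough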;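 note: agonist challenge used bursicon conditioned medium at about half maximal strength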
miR122 inh = blocks miR-122 activity in Huh7 sensor cells; activation (reporter increase), % at 12.5 µM; Huh7 miR-122 Renilla luciferase sensor, 48 h; neutral wells = 0, positive control = 100; hit rate 0.3% among 340,000;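 active = mean replicate activation score at least 90 and every replicate individually at or above 90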;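 note: higher luciferase means less miR-122 activity so hits act as miR-122 inhibitors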
FN deposition inh = fibronectin deposition inhibition. AH1F fibroblasts, Alexa488-fibronectin deposition fluorescence, overnight. inhibition, % at 12.6 µM. hit rate 0.086% among 350,000;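 active = mean inhibition across replicates of 30% or more, regardless of how many single replicates reach that level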;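 note: positive control wells lacked labelled fibronectin entirely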
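Material: AH1F fibroblasts assembling fluorescent fibronectin matrix; amount: 10000 AH1F cells/well; medium: DMEM, 2% serum; reagent: Alexa488-fibronectin, 24 nM final in well; dosing: single compound dose, delivered by pin transfer; incubation: 1 h adhesion, overnight exposure; detection: fluorescence after three HBSS washes, excitation 485 nm, emission 525 nm; measure: fibronectin deposition inhibition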
* marks the source's active call; other numbers are inactive results; x = no result given; & = joins results of further samples; [ ] = dose if it differs, or a comment. Hits appear at their usual frequency (roughly 2.5% active in at least one column).

SMILES	PAX8 inh HTS	Cneo AK release	PGC1a acetyl inh	CASP6 VEID inh	EWS-Fli block	LGR2 inh	miR122 inh	FN deposition inh
C[C@@H]1CN([C@@H](C)CO)C(=O)c2cc(NC(=O)Nc3ccccc3)ccc2O[C@H]1CN(C)S(C)(=O)=O	-19	1	4	3	-5	-2	2[16.7 µM]	x
CCc1ccccc1NC(=O)c1cnc2scc(C)n2c1=O	-8	-1	3	-2	-19	1	-2	-3
COc1ccc(NC(=O)N(C)C[C@H]2Oc3ccc(NS(=O)(=O)c4cn(C)cn4)cc3C(=O)N([C@H](C)CO)C[C@@H]2C)cc1	-6	48&1	-2&0	-2&-1	-4&-3	-6&-7	-11[16.7 µM]	-5
CC(C)NC(=O)Nc1ccc2c(c1)C(=O)N(C)[C@H]1CC[C@H](CC(=O)NCc3ccc(F)cc3)O[C@H]1CO2	8	-4	x	4	7	-13	x	2
O=C(/C=C(\c1ccccc1)n1cncn1)c1ccccc1	-18	x	x	3	-6	x	x	0
C[C@@H]1CN([C@@H](C)CO)C(=O)c2cc(NC(=O)Nc3cccc4ccccc34)ccc2O[C@@H](C)CCCCO[C@@H]1CN(C)S(=O)(=O)c1ccccc1	4	1	-21	-1	8	0	5[16.7 µM]	-2
[N-]=[N+]=Nc1ccccc1C[C@@]1(C(=O)NCCN2CCOCC2)N=C(c2ccc(OCCCO)cc2)O[C@@H]1c1ccccc1	-10	31	x	-1	1	x	x	x
Cc1c(C(c2ccc(O)cc2)c2c(C)n(C)n(-c3ccccc3)c2=O)c(=O)n(-c2ccccc2)n1C	8	0	-2	5	4	10	-7	13
Cc1noc(C)c1S(=O)(=O)N(C)C[C@@H]1OCCCC[C@H](C)Oc2ccc(NC(=O)Nc3ccccc3)cc2C(=O)N([C@@H](C)CO)C[C@H]1C	5	1	-9	1	11	-5	0[16.7 µM]	-3
COCCN(CCOC)C(=O)c1ccc(CSc2nc3ccccc3s2)cc1	-19	-1	-8	-97	x	-14	-1	0
Cc1ccc(-n2nc(-c3ccc(OC(F)(F)F)cc3)cc2N)cc1C	-9	-6	5	-1	-4	8	-5	-8
O=C(Nc1ccc(N2CCN(Cc3ccccc3Cl)CC2)cc1)c1cccnc1	x	1	-24	x	x	3	-4	x
CCCN1C[C@@H](C)[C@H](OC)CN(C)C(=O)c2cc(NC(=O)c3cccc(F)c3)ccc2OC[C@@H]1C	x	57	-10	-2	10	-13	-6[16.7 µM]	-3
Cc1cc(C)cc(C(=O)N/N=C/c2ccoc2)c1	-1	0	x	6	x	21	x	x
CO[C@@H]1CN(C)C(=O)c2cc(NC(=O)Nc3ccccc3F)ccc2OC[C@H](C)N(CCC(F)(F)F)C[C@H]1C	17	7	-1	3	-2	35	x	-5
COc1ccccc1C(=O)Nc1cccc(N(C)S(C)(=O)=O)c1	x	2	-9	x	x	-29	-4	x
Cc1cc(C(=O)Nc2cccc3ccccc23)co1	-15	8	10	2	x	-1	0	x
CN1C(=O)c2cc(NC(=O)NC3CCCC3)ccc2OC[C@@H]2O[C@@H](CC(=O)NCC3CC3)CC[C@H]21	-12	0	2	8	-8	13	-8[16.7 µM]	8
C(=N\Nc1ncnc2sc3c(c12)CCC3)/c1ccncc1	29	1	-5	x	x	x	1	5
COc1cc(C(O)c2nc(-c3cccc(NC(C)=O)c3)cs2)ccc1F (configuration not stated)	14	0	-5	7	1	10	-3	-2
COc1ccc(NC(=O)COC(=O)Cc2coc3cc(OC)ccc23)c(OC)c1	-5	0	3	1	-9	-12	-1	-5
COCC(=O)N1CC(=O)N2[C@@H](CO)[C@H](c3ccc(C#Cc4cccc(OC)c4)cc3)[C@@H]2C1	x	x	-20	-1	-8	-13	x	x
O=C(COC(=O)c1ccccc1Br)Nc1ccccc1F	-16	x	4	5	1	-26	-1	-6
COc1cc2nc(C3CCC3)n(NC(=O)C3CCCC(OC)C3)c(=O)c2cc1OC (configuration not stated)	x	5	6	2	11	-1	-34	x
COc1ccc(CCNC(=O)CS(=O)Cc2nc(-c3ccccc3Cl)oc2C)cc1OC (configuration not stated)	2	-1	x	-1	3	-10	1	10
Cc1ccc(S(=O)(=O)Oc2ccc(/C=N/NC(=O)c3nn(C)cc3Cl)cc2)cc1	5	2	-6	x	x	x	-6	-5
COc1ccc(S(=O)(=O)Nc2ccc3c(c2)C(=O)N([C@@H](C)CO)C[C@@H](C)[C@H](CN(C)S(=O)(=O)c2ccc(F)cc2)OCCCC[C@@H](C)O3)cc1	46	-1	-5	-2	-2	2	-1[16.7 µM]	x
O=C(c1cc(=O)[nH]c2ccccc12)N1CCN(c2ccc([N+](=O)[O-])cc2)CC1	25	-1	12	7	1	17	1	10
C=CCN1C(=O)c2ccc(C(=O)NCCc3ccc(F)cc3)cc2C1=O	-13	-2	4	-6	-8	-25	-3	x
CCCC1=C(C(=O)OCC)C(c2ccc(O)cc2)n2ncnc2N1 (configuration not stated)	x	0	-3	x	x	12	-1	x
COc1ccc(CCNC(=O)CCS(=O)(=O)c2ccc3c(c2)NC(=O)C(C)S3)cc1OC (configuration not stated)	14	1	-3	10	6	1	-7	-5
O=C(CNS(=O)(=O)c1cccc(Cl)c1)OCc1csc(-c2ccccc2)n1	-29	x	x	x	x	16	-1	3
COc1ccc(Cn2c(C)nc([N+](=O)[O-])c2SCC(=O)O)cc1[N+](=O)[O-]	16	x	10	-1	0	3	1	-2
C[C@@H](NC(=O)C[C@H]1C=C[C@@H](NC(=O)C2CC2)[C@H](CO)O1)c1ccccc1	-8	1	1	-1	-6	7	x	-14
Cn1c(=O)c2ncn(CC(=O)Nc3ccc4c5c(cccc35)CC4)c2n(C)c1=O	29	0	-15	x	x	x	1	-15
O=C(Nc1ccc(S(=O)(=O)Nc2ncccn2)cc1)c1cccc(S(=O)(=O)N2CCOCC2)c1	15	2	-12	0	7	10	3	2
CCS(=O)(=O)N1CC(=O)N2[C@H](CO)[C@@H](c3ccc(-c4cccc(F)c4)cc3)[C@@H]2C1	-22	x	-9	1	-5	5	x	5
C[C@H](CO)N1C[C@H](C)[C@H](CN(C)S(=O)(=O)c2ccccc2)Oc2ccc(NC(=O)CCCN(C)C)cc2C1=O	-16	0	-13	x	11	-5	1[16.7 µM]	x
Cc1c(C(=O)N/N=C/c2cccnc2)nnn1-c1nonc1N	-12	1	x	2	-7	3	-1	-4
Cc1ccc(N=C(c2cccs2)N2CCOCC2)cc1	-70	3	4	x	x	x	0	2
O=C(NC(CC1=CCCCC1)c1ccc2ccccc2c1)C(F)(F)F (configuration not stated)	12	x	x	-1	1	-3	x	-10
Cc1ccc(C)c(NC(=O)c2ccc(OCc3c(C)noc3C)cc2)c1	-12	2	x	-1	-15	16	x	-7
Cc1cc(C)c(C(=O)CSc2nnc(C)c(=O)[nH]2)cc1C	8	x	x	-4	-6	-27	x	2
CC(C)(C)c1csc(NC(=O)CCc2ccccc2)n1	-44	-9	-27	1	-64	-58	-5	3
CCCCN1C(=O)C(CC(=O)NCc2cccs2)CC(C(=O)N(C(C)C)C(C)C)=C1C (configuration not stated)	-5	1	6	-4	1	3	5	-5
CN(C)C(=N)c1n[nH]nc1SCc1ccc(Cl)c(Cl)c1	0	0	8	x	-1	-12	-5	x
COc1ccccc1C#Cc1ccc2c(c1)O[C@H](CN(C)Cc1cccnc1)[C@@H](C)CN([C@H](C)CO)S2(=O)=O	70*	3	16	2	26	20	3[16.7 µM]	8
O=C(NC1CCCCC1)[C@H]1[C@H](CO)[C@H]2Cn3c(cccc3=O)[C@@H]1N2CC1CCCC1	x	x	5	0	13	-1	x	-1
Cc1ccc(S(=O)(=O)N(C)C[C@H]2OCCCC[C@@H](C)Oc3ccc(NC(=O)Nc4ccccc4)cc3C(=O)N([C@H](C)CO)C[C@@H]2C)cc1	x	-7	-2	0	-7	-3	2[16.7 µM]	5
Cc1cc(C(=O)COC(=O)C2=COCCO2)c(C)n1-c1cccc(F)c1	-161	x	x	6	-6	-12	x	-1

Compound profiles, as listed above. Order of values: PAX8 inh HTS, Cneo AK release, PGC1a acetyl inh, CASP6 VEID inh, EWS-Fli block, LGR2 inh, miR122 inh, FN deposition inh
`O=C(NC1CCCCC1)[C@H]1[C@H](CO)[C@H]2Cn3c(cccc3=O)[C@@H]1N2CC1CCCC1` across the screens: x, x, 5, 0, 13, -1, x, -1
`CCCCN1C(=O)C(CC(=O)NCc2cccs2)CC(C(=O)N(C(C)C)C(C)C)=C1C` (configuration not stated) across the screens: -5, 1, 6, -4, 1, 3, 5, -5
`CN(C)C(=N)c1n[nH]nc1SCc1ccc(Cl)c(Cl)c1` across the screens: 0, 0, 8, x, -1, -12, -5, x
`Cc1cc(C)c(C(=O)CSc2nnc(C)c(=O)[nH]2)cc1C` across the screens: 8, x, x, -4, -6, -27, x, 2

Next section.
SMILES	PAX8 inh HTS	Cneo AK release	PGC1a acetyl inh	CASP6 VEID inh	EWS-Fli block	LGR2 inh	miR122 inh	FN deposition inh
CN(C)CC(=O)N1[C@H](CO)[C@H](c2ccc(/C=C/c3ccccc3)cc2)[C@@H]1C#N	-8	0	2	0	-11	-7	x	4
CN(C)C(=O)c1ccc(-c2ccc([C@@H]3[C@@H](CO)N4CCCCN(Cc5cccnc5)C[C@H]34)cc2)cc1	-64	0	6	x	-35	-6	0[16.7 µM]	x
O=C(NCCNCCO)C1(C(F)(F)F)C/C(=C\CCO)CCCO1 (configuration not stated)	-12	-2	x	-5	-9	-7	x	0
c1ccc(-c2onc3cc4c(cc23)OCCO4)cc1	x	-7	-2	x	x	-55	5	x
COc1ccc(CCNC(=O)C2CC(c3ccc([N+](=O)[O-])cc3)=NO2)cc1 (configuration not stated)	-48	23	x	-2	-67	-29	x	-8
O=C(NCc1cccnc1)c1noc2c1CCCCC2	x	x	7	-3	-13	-10	-1	x
C[C@H](CO)N1C[C@H](C)[C@H](CN(C)C(=O)Nc2ccc(F)cc2)Oc2ncc(-c3ccccc3)cc2C1=O	x	x	-4	x	-1	-1	-10[16.7 µM]	-6
C[C@@H]1CCCCO[C@@H](CN(C)S(=O)(=O)c2ccccc2)[C@H](C)CN([C@@H](C)CO)C(=O)c2cc(NC(=O)c3ccccc3)ccc2O1	-4	-1	12	1	-11	7	-2[16.7 µM]	-11
N#C/C(=C\c1ccccc1)C(=O)NC1CC1	3	3	-6	4	-6	0	6	5
Cc1nc2c(C#N)cnn2c2c1CCN2CC1CCCO1 (configuration not stated)	-2	4	-11	-3	5	3	1	-4
CC(C)c1ccc(CN2CCSCC2)cc1	-14	0	-11	-2	7	6	2	-12
Fc1ccc(-c2n[nH]c(=S)n2-c2ccc3c(c2)OCCO3)cc1	9	x	3	2	10	-10	x	-18
COc1ccc(C(O)(C2CCCCC2)C(CN2CCCC2)c2ccccc2)cc1 (configuration not stated)	-9	-1	x	0	1	5	0	0
Cc1c(C)c2ccc(OCC(=O)N3CCOCC3)c(C)c2oc1=O	-40	1	1	-2	-4	4	-3	-2
C[C@H](CO)N1C[C@H](C)[C@@H](CN(C)C)Oc2ncc(-c3cccc(C(=O)N(C)C)c3)cc2C1=O	x	-1	-5	0	-8	7	2[16.7 µM]	-5
CC1CCC(NS(=O)(=O)c2cccc3nsnc23)CC1 (configuration not stated)	-1	-1	-3	2	5	1	17	0
O=C1CSC(=S)N1Cc1cccs1	22	x	7	-1	13	-2	-10	0
Cc1cc(C)c(NC(=O)c2cnn(C)c2)c(C)c1	-9	5	-4	x	x	0	1	-7
COc1ccc(NC(=O)c2cc(-c3ccc(C)cc3O)n[nH]2)c(OC)c1	-21	0	-4	-1	5	2	9	-3
COCCNC(=O)/C(C#N)=C\c1ccc(CNC(=O)C(=O)Nc2ccc(C)c(C)c2)o1	-2	x	x	8	-4	9	x	x
